FBW7 act – FBW7 E3 ligase activators, primary screen, biochemical, AlphaScreen, human; AlphaScreen FBW7–phospho-cyclin E peptide binding, activator screen; normalized activity (activation), % at 26.1 µM; F-box/WD repeat-containing protein 7 (Homo sapiens), Q969H0; actives 0.13% (n = 650,000); in the data active = normalized activity above about 1.9%;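 also: purified mutant Fbw7 with reduced substrate affinity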
MITF primary – MITF inhibitors, primary screen, biochemical, AlphaScreen, human | AlphaScreen MITF homodimerization, bead proximity signal | inhibition, % at 2.6 µM | actives 0.91% (n = 650,000) | AID 1259374, 2018; in the data active = inhibition above about 50%;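 also: 0% = vehicle wells with protein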
Target sequence (O75030 whole entry, looked up): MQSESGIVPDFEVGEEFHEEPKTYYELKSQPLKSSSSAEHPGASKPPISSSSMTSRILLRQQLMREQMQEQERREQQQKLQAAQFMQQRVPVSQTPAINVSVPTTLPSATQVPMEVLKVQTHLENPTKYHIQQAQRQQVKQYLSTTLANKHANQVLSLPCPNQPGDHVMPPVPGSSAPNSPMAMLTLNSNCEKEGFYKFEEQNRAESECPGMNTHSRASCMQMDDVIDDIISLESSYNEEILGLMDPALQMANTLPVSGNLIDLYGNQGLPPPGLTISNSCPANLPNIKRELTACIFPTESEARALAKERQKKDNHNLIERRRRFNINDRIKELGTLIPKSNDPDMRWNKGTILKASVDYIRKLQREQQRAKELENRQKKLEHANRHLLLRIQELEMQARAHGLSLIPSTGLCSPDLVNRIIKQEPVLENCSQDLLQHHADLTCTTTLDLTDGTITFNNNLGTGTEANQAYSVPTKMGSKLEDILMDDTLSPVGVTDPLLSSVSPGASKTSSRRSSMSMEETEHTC
TEAD-YAP inh – TEAD-YAP interaction inhibition, primary screen, TEAD-YAP interaction inhibitor project, luminescence, HEK-TIYL cells. AID 1259422, 2018. actives 1.4% (n = 640,000). inhibition, % at 9.12 µM. TEAD-Gal4/YAP UAS-luciferase luminescence; in the data active = inhibition above about 32%;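 also: 0% = median of test compound wells and 100% = reference inhibitor wells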
GPR151 ag – activators of human GPR151, primary screen, cell-based, PathHunter beta-arrestin, luminescence. G-protein coupled receptor 151 (Homo sapiens), Q8TDV0. PathHunter beta-arrestin GPR151 cells. AID 1508602, 2020. activation, % at 11.2 µM. actives 1% (n = 650,000); in the data active = activation above about 4.9%;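 also: 0% = median of compound wells and 100% = cells with positive control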
Target sequence (Q8TDV0 whole entry, looked up): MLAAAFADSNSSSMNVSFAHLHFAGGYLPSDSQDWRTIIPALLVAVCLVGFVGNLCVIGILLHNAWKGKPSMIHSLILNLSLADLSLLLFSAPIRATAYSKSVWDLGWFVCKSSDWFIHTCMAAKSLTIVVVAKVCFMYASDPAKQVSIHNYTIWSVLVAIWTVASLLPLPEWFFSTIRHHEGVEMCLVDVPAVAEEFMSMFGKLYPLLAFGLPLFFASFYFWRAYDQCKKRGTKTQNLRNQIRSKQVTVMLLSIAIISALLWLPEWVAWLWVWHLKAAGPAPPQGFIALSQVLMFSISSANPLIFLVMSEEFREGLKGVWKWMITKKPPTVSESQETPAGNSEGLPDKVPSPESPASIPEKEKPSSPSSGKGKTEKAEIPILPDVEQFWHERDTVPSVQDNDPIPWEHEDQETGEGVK
* = called active by the depositor.

SMILES	FBW7 act	MITF primary	TEAD-YAP inh	GPR151 ag
CCCCC(=O)NC(Nc1sc2c(c1C(N)=O)CCCC2)(C(F)(F)F)C(F)(F)F	-0.1	12.1	1.1	0.5
COc1cc(-c2nc(C=Nc3ccccc3Cl)c(O)o2)cc(OC)c1OC	-0.1	1.4	-4.0	-0.3
CC1=NN(c2cccc(Cl)c2)C(=O)/C1=C/c1ccc(-c2cc(C)c(C)cc2[N+](=O)[O-])o1	0.2	1.9	7.6	-0.7
N#Cc1ccc(C(=O)Nc2ccccc2N2CCN(C(=O)c3ccccc3)CC2)c(F)c1	0.0	11.8	-1.7	2.6
OC(CNc1ccc(F)cc1)COc1ccc(OCC(O)CNc2ccc(F)cc2)cc1 (stereo not drawn)	0.0	17.5	14.7	-1.4
O=C(NCc1ccc(F)cc1)c1ccc(N2CCCCC2)c([N+](=O)[O-])c1	-0.1	12.0	8.3	-0.7
O=c1c2cc([N+](=O)[O-])ccc2[nH]c2c1[nH]c1ccccc12	0.0	3.9	-4.5	-2.0
CCN(CC(=O)NC1CCS(=O)(=O)C1)c1ccc([N+](=O)[O-])cc1C#N (stereo not drawn)	0.1	6.2	-3.0	-1.3
O=S(=O)(NC1c2cccc3cccc(c23)C1N1CCN(C(=S)Nc2ccccc2)CC1)c1ccc(Cl)cc1 (stereo not drawn)	2.4*	4.1	-7.6	0.1
COC(=O)c1ccc(/C=N/N=C(N)N)cc1	0.1	2.2	3.7	-1.0
Cc1ccc(S(=O)(=O)N(C)c2ccc(C(=O)O)cc2)cc1	-0.1	-7.5	-19.4	-1.1
CCCOc1ccc(Cc2c(Cl)nc(SC)nc2Cl)cc1	0.4	7.3	9.3	0.9
Nc1ccc2cnn(-c3cccc(C(=O)NCCN4CCOCC4)c3)c2c1	-0.3	-4.7	-4.7	2.0
CC(=O)c1c(C)n2c3c(cccc13)CCC2	0.4	8.9	-3.8	-1.1
Cc1cc(Nc2ccc(Cl)c(Cl)c2)c2cccc(C)c2n1	0.1	11.5	-4.7	-0.3
CN1C2C=C(N(CCc3ccccc3)C(=O)c3ccc(Cl)cc3)CC1CC2 (stereo not drawn)	0.0	11.7	1.1	-0.6
Cc1ccc(/C(O)=C(\C#N)c2nc3ccccc3n2C)cc1	0.2	-3.5	-14.6	0.2
O=C(CN1CCOc2ccccc21)NCc1ccc(F)cc1	-0.1	-95.0	0.3	-0.1
Cc1cccc(NC(=O)CSc2cn(Cc3cccc(F)c3)c3ccccc23)c1	-0.1	-5.5	0.5	-0.3
CCCC(CCC)C(=O)Oc1cc(C)[nH]c(=O)c1[N+](=O)[O-]	-0.1	4.2	2.3	-0.3
COC(C(=O)NCCOc1ccccc1)c1ccccc1 (stereo not drawn)	-0.1	5.4	-5.7	-1.1
CC(=O)c1ccc(N2CCN(CN3C(=O)C4CCC(C)(C3=O)C4(C)C)CC2)cc1 (stereo not drawn)	0.2	-5.1	-6.7	-0.8
CC(C)(C)c1nn2cnnc2n(N)c1=O	0.0	0.4	3.8	0.5
Nc1n[nH]c(-c2ccccc2)c1N=Nc1cccc([N+](=O)[O-])c1	-0.8	8.2	13.4	0.8

Entries of single compounds as entered above. Order of values: FBW7 act | MITF primary | TEAD-YAP inh | GPR151 ag
Profile of N#Cc1ccc(C(=O)Nc2ccccc2N2CCN(C(=O)c3ccccc3)CC2)c(F)c1 → 0.0 | 11.8 | -1.7 | 2.6
Profile of O=C(NCc1ccc(F)cc1)c1ccc(N2CCCCC2)c([N+](=O)[O-])c1 → -0.1 | 12.0 | 8.3 | -0.7

Continued.
SMILES	FBW7 act	MITF primary	TEAD-YAP inh	GPR151 ag
CCCCCCOc1ccc(NC(=O)CC2SC(N)=NC2=O)cc1 (stereo not drawn)	-0.1	4.4	4.4	-0.9
O=C(NCCCN1CCCC1)c1ccc(Cn2c(=S)[nH]c3cc4c(cc3c2=O)OCO4)cc1	-0.1	-6.3	0.9	0.1
Cc1nc(NCCc2ccccc2F)c(C#N)c(C)c1[N+](=O)[O-]	0.2	19.3	-2.8	-0.1
Cc1ccc(C(=O)NCCc2ccccc2)c(N2CCN(C(=O)c3ccco3)CC2)n1	-0.6	1.6	-42.5	-0.1
O=C(CN1C(=O)CC(c2ccccc2)=Nc2ccccc21)Nc1ccc(F)cc1	0.1	-3.2	17.1	0.6
O=C(OCc1cccc([N+](=O)[O-])c1)c1cccc(I)c1	-0.2	12.2	4.9	-0.7
COc1ccc(NC(=O)CCN2C(=O)c3ccccc3C2=O)c([N+](=O)[O-])c1	0.0	-4.7	-5.7	0.8
CCOc1ccc(OS(=O)(=O)c2cn(C)c(=O)n(C)c2=O)cc1	0.7	9.5	0.1	-0.7
COc1ccc(C(=O)CSc2nnc3ccccn23)c(OC)c1	0.0	4.3	-72.9	-0.2
Cc1cc(CN(C)C(=O)CC2(c3ccccc3C)CC(=O)N(Cc3ccccc3)C2=O)n[nH]1 (stereo not drawn)	1.1	13.9	1.0	-0.3
CCOC(=O)c1c(NC(=O)c2cccc(Oc3ccccc3)c2)sc2c1CCC2	0.0	8.8	-2.9	-1.0
COc1ccc(/C=N/Nc2cc(-n3cc(C)cn3)ncn2)c(OC)c1	0.2	-6.3	-2.8	-0.8

4 of the compounds above, field by field:
O=C(CN1C(=O)CC(c2ccccc2)=Nc2ccccc21)Nc1ccc(F)cc1
  FBW7 act = 0.1; MITF primary = -3.2; TEAD-YAP inh = 17.1; GPR151 ag = 0.6

O=C(OCc1cccc([N+](=O)[O-])c1)c1cccc(I)c1
  FBW7 act = -0.2; MITF primary = 12.2; TEAD-YAP inh = 4.9; GPR151 ag = -0.7

COc1ccc(NC(=O)CCN2C(=O)c3ccccc3C2=O)c([N+](=O)[O-])c1
  FBW7 act = 0.0; MITF primary = -4.7; TEAD-YAP inh = -5.7; GPR151 ag = 0.8

CCOc1ccc(OS(=O)(=O)c2cn(C)c(=O)n(C)c2=O)cc1
  FBW7 act = 0.7; MITF primary = 9.5; TEAD-YAP inh = 0.1; GPR151 ag = -0.7

Next records:
SMILES	FBW7 act	MITF primary	TEAD-YAP inh	GPR151 ag
COc1ccc(N(CC(=O)Nc2ccc(Cl)c(C(F)(F)F)c2)S(C)(=O)=O)cc1	0.3	-5.5	0.6	-0.2
CCCSc1nc2sc3c(c2c(=O)n1-c1ccc(OC)cc1)CCC(C(C)(C)C)C3 (stereo not drawn)	0.2	-1.2	0.9	-0.5
COc1ccc(OC)c(-c2csc(NC(=O)c3ccc(Cl)s3)n2)c1	0.0	-8.3	0.3	-1.1
CNc1nc(OCCNC(=O)Nc2ccccc2)nc(N2CCOCC2)n1	-0.2	-3.2	5.2	0.6
CC(CCc1ccccc1)NCc1ccc2c(c1)OCO2 (stereo not drawn)	0.0	-4.6	-14.0	1.3
O=C(Nc1ccc(Cl)cc1F)c1cc(S(=O)(=O)N2CCCc3ccccc32)ccc1F	0.0	-4.8	-0.1	-6.4
CCOc1ccc(N(C)S(=O)(=O)c2ccc3[nH]cc(C(=O)NC4CCCCC4)c(=O)c3c2)cc1	0.0	8.7	-0.6	0.1
COc1ccc(NC(=O)c2cn(-c3ccc(F)cc3F)c(=O)c3ccccc23)cc1Cl	-0.1	4.7	3.9	1.8
COc1ccc(C)cc1NC(=O)NNC(=O)Cc1ccccc1[N+](=O)[O-]	0.9	-6.9	0.1	-0.1
CCn1c(N2CCC(C(=O)NCc3nc4ccccc4[nH]3)CC2)nc2ccccc21	0.2	21.3	27.9	-0.3
O=S(=O)(c1ccccc1)N(CC(O)CN1CCCCC1)c1cccc2ccccc12 (stereo not drawn)	-0.1	-0.8	-17.5	0.0
CCOc1ccccc1C(=O)N/N=C(\C)c1ccc(OC)cc1	0.0	13.8	-14.6	1.2
COc1ccc(Nc2nc(-c3ccc(OC)cc3)no2)cc1	0.0	1.0	-35.0	-1.4
CCOC1CC2C(Cl)C1NC2(C(F)(F)F)C(F)(F)F (stereo not drawn)	0.0	-15.8	-1.5	0.3
CC(C)(C)c1[nH]nc2c1C(c1cc3c(cc1Cl)OCO3)C(C#N)=C(N)O2 (stereo not drawn)	-0.1	-9.7	3.2	1.2
O=C(Nc1cccc(NC(=O)c2cccs2)c1)c1cccs1	0.1	2.0	13.5	1.3
O=C(/C=C/c1cccs1)NCC1Cc2cccc(-c3cnccn3)c2O1 (stereo not drawn)	0.0	-8.5	3.8	-0.1
CCn1c(-c2c(Cl)c(C)nn2C)n[nH]c1=S	0.6	5.2	-4.2	-0.5
COc1cc(C(=O)Nc2ccc(I)cc2)c([N+](=O)[O-])cc1OC	-0.2	-2.2	4.9	2.7
CCCC1=NN2C(=N)/C(=C/c3ccc(-c4cccc(C(=O)O)c4)o3)C(=O)N=C2S1	0.0	15.5	-36.8	2.0
CCOC(=O)C1=C(C)N=c2s/c(=C\c3ccc(-c4cccc([N+](=O)[O-])c4)o3)c(=O)n2C1c1ccc(Cl)cc1 (stereo not drawn)	0.1	7.8	-3.5	-1.3
COc1ccccc1CNC(=O)c1ccc2c(=O)n(CCc3c[nH]c4ccccc34)c(=S)[nH]c2c1	0.1	-13.8	-1.5	2.2
Cc1ccc(SCC(=O)c2ccc[nH]2)cc1	0.1	1.2	-40.4	0.4
O=C(Nc1ccc(I)cc1)C1CC(=O)N(c2ccccc2Cl)C1 (stereo not drawn)	0.0	-15.6	2.8	0.5
O=C(Nc1cc(Cl)cc(Cl)c1)c1cnn2c(C(F)(F)F)cc(-c3ccco3)nc12	0.6	8.8	6.4	-0.3
NC(=O)N1CCc2ccccc21	0.0	-0.6	-8.3	-1.6
COc1ccc(-c2cnnc(N/N=C/C(C)=C/c3ccccc3)n2)cc1	0.0	-12.2	5.4	0.6
CC(C)n1cnc2c(NCCCN3CCCC3=O)nc(-c3ccc(N4CCN(C)CC4)cc3)nc21	0.2	9.4	13.9	1.8
OCC1(CCOc2ccccc2)CCN(Cc2cccn2-c2ccccn2)CC1	-0.1	1.8	3.0	-1.4
COc1cccc(Nc2nnc(SCC(=O)NNC(=O)C3CC3)s2)c1	-0.1	2.6	2.5	-0.3
CCOC(=O)c1ccccc1NC(=O)c1ccccc1N(C)S(C)(=O)=O	0.0	0.6	12.5	0.0
O=C1c2cccnc2C(=O)N1c1ccc(-c2nc3ccccc3s2)cc1	0.1	13.5	-53.8	-1.5
Cc1noc(CNC(=O)C2CCN(C(=O)Cc3ccccc3Cl)CC2)n1	0.0	-8.1	-1.7	1.5
CCOC(=O)c1[nH]c(C)c(C(=O)NCCc2ccc(OC)cc2)c1C	-0.3	9.9	8.8	0.8
COc1cc(NC(=O)Cc2cccc3ccccc23)c(C(=O)O)cc1OC	0.0	4.2	11.4	0.3
COc1cc(OC)c(C2C3=C(CCCC3=O)Nc3c2c(=O)n(C)c(=O)n3C)cc1OC (stereo not drawn)	-0.1	-9.1	-2.5	0.2
Cc1ccc(NC(=O)CSc2nc3n[nH]c(C)c3c(=N)n2-c2ccc(Cl)c(C)c2)cc1C	-0.1	1.2	4.4	-0.1
Cc1cc(C)c2cc3c(N)c(C(=O)Nc4c[nH]c(=O)[nH]c4=O)sc3nc2c1	0.0	0.6	12.5	-0.7
CC1SC(c2ccc(Br)cc2)N(c2ccccc2)C1=O (stereo not drawn)	-0.1	-2.0	1.6	0.5
CCCOc1ccc(C(CC(=O)O)NC(=O)c2cccc(Br)c2)cc1OC (stereo not drawn)	0.1	5.9	-10.0	-1.2
CCOC(=O)C1=C(c2ccccc2)N=C2SCC(=O)N2C1c1ccc2c(c1)OCO2 (stereo not drawn)	0.3	7.2	5.8	-1.6
COC(=O)CN(c1nc(C)c(Cl)c(OC)n1)S(=O)(=O)c1ccc(C)cc1	0.1	9.4	5.7	2.4
C=CCn1c(SCC(=O)c2cc(OC)ccc2OC)nnc1-c1ccccn1	-0.3	-7.3	0.2	1.8
CC(C)C(NC(=O)/C(=C\c1ccc(F)cc1)NC(=O)c1ccco1)C(=O)O (stereo not drawn)	0.2	9.8	1.5	0.2
C=CCOC(=O)/C(=C\c1ccco1)NC(=O)c1ccccc1OC	0.6	7.4	0.9	0.1
C[C@@H](OCc1ccccc1)[C@@H]1NC(=O)[C@H]2CN(C(=O)NCc3ccccc3)CCN2C1=O	-0.5	76.0*	9.8	-0.7
Cc1ccc(NC(=O)CN(C)S(=O)(=O)c2ccc3c(c2)CCC(=O)N3)c(Cl)c1	-0.1	-6.6	1.7	-0.5
Cc1ccn2c(CNCCCn3ccnc3C)c(C(=O)N3CCCCCC3)nc2c1	-0.1	-9.1	5.9	0.1
COc1ccc(CCn2c(SCC(=O)Nc3cc(C)on3)nc3ccsc3c2=O)cc1OC	0.1	19.0	-0.8	-1.1
Cc1ccc(N2CC(C(=O)NC(C)c3ccccc3)CC2=O)cc1Cl (stereo not drawn)	0.3	1.6	-13.2	0.0
CCOC(=O)N1CCN(c2ncnc3c2cnn3-c2ccc(Cl)cc2)CC1	0.1	5.0	1.6	0.8
